# High-throughput results deposited in PubChem by The Scripps Research Institute Molecular Screening Center.
# CHRM4 antagonist: human M4 muscarinic receptor antagonists, primary screen, CHO cells, Fluo-8 calcium fluorescence; hit rate 0.73% among 360,000; inhibition, % at 3 µM; CHO-hM4 cells, ACh EC80; AID 624125, 2012;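 active means inhibition above its plate's cutoff, the mean inhibition of sample wells plus 3 SD, cut at about 27% in these data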;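 further: 0% = acetylcholine EC80 with DMSO and 100% = DMSO without agonist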
# Target sequence (P08173 whole entry, looked up): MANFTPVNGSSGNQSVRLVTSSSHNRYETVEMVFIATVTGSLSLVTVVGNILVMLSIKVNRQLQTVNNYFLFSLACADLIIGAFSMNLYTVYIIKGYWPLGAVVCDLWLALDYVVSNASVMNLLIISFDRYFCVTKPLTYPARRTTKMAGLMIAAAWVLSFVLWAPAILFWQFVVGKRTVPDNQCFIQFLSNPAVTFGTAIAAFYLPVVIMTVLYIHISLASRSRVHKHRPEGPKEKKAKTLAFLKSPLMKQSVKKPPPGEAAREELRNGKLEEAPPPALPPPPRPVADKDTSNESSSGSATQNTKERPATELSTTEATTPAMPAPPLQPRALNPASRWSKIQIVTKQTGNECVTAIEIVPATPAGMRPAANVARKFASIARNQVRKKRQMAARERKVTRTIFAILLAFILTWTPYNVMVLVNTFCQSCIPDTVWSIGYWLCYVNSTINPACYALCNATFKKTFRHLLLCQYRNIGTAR
# M5 PAM: human M5 muscarinic receptor positive allosteric modulators, primary screen, CHO-K1 cells, Fluo-8 calcium fluorescence; Muscarinic acetylcholine receptor M5 (Homo sapiens), P08912; CHO-K1 hM5, ACh EC20 PAM; 0% = ACh EC20, 100% = ACh EC100; activation, % at 3 µM; hit rate 0.3% among 360,000;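 active means activation above the run cutoff, the mean activation of all test compounds plus 3 SD, cut at about 18% in these data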
# Target sequence (P08912 whole entry, looked up): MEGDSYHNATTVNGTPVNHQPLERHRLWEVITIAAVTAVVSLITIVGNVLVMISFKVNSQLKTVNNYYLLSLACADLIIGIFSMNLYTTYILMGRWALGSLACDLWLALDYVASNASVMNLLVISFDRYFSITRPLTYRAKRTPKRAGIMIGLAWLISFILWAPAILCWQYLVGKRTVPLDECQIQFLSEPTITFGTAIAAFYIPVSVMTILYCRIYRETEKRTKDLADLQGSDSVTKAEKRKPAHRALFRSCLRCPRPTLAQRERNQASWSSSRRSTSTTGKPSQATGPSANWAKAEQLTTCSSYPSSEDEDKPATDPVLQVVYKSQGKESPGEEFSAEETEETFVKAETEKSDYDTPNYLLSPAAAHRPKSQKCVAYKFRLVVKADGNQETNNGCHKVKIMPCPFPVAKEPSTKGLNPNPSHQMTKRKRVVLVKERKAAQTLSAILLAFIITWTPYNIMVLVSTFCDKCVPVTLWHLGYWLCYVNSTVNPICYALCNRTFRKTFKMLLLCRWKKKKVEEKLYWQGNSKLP
#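 Replicates: One well per compound, no replicates | System: Human M5 receptor in CHO-K1 cells | Benchmarks: Low control EC20 acetylcholine (0%), high control EC100 acetylcholine (100%) | Probe or stimulus: Acetylcholine, EC20 level | Times: Fluo-8 loading 80 min at 37 °C plus 30 min room temperature | Signal: Intracellular calcium via Fluo-8 fluorescence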
# M4 ag: human M4 muscarinic receptor agonists, primary screen, CHO-K1 cells, Fluo-8 calcium fluorescence | activation, % at 3 µM | hit rate 0.14% among 360,000 | AID 624127, 2012 | CHO-K1 hM4/Gqi5; vehicle 0%, full acetylcholine response 100% | Muscarinic acetylcholine receptor M4 (Homo sapiens), P08173;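 active means activation above the run mean over all test wells plus 3 SD, cut at about 32% in these data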;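 further: peak over basal fluorescence ratio per well then scaled between controls; 0% = DMSO wells and 100% = acetylcholine at EC100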
# M5 antag: human M5 muscarinic receptor antagonists, primary screen, CHO cells, Fluo-8 calcium fluorescence | CHO-hM5 cells, ACh EC80 | inhibition, % at 3 µM | hit rate 0.59% among 360,000;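 active means inhibition above a per-plate cutoff, the mean of that plate's test compounds plus 3 SD, cut at about 27% in these data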;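 further: 0% = acetylcholine EC80 with DMSO and 100% = DMSO without agonist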
# TAAR1 agonist: human TAAR1 agonists, primary screen, Fluo-8 calcium fluorescence, CHO RD-HGA16 cells; Trace amine-associated receptor 1 (Homo sapiens), Q96RJ0; vehicle wells 0%, saturating PEA agonist 100%; activation, % at 3 µM; hit rate 0.99% among 360,000;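 active means activation above the mean activation of all test compounds in the run plus 3 SD, cut at about 38% in these data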
#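 System: CHO-derived RD-HGA16 cells with stable Gα16 and human TAAR1. Times: 17-24 h plating, Fluo-8 75 min 37 °C, 30 min RT. Measured by: calcium-sensitive Fluo-8 signal, excitation 470-495, emission 515-575 nm. Read-out basis: % activation relative to PEA EC100 response. Control set: DMSO and PEA EC100. Repeats: no replicates (n 1).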
# CHRM5 agonist: human M5 muscarinic receptor agonists, primary screen, CHO-K1 cells, Fluo-8 calcium fluorescence; CHO-K1 hM5 cells; 0% DMSO wells, 100% maximal acetylcholine response; hit rate 0.19% among 360,000; activation, % at 3 µM; Muscarinic acetylcholine receptor M5 (Homo sapiens), P08912; AID 624037, 2012;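 active means activation above the run's mean over test compounds plus 3 SD, cut at about 23% in these data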;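 further: signal is peak over basal fluorescence ratio across the kinetic read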
# M1 ag: human M1 muscarinic receptor agonists, primary screen, Fluo-8 calcium fluorescence, CHO-K1 cells, HTS; activation, % at 3 µM; Muscarinic acetylcholine receptor M1 (Homo sapiens), P11229; CHO-K1 hM1, agonist mode; 0% DMSO, 100% acetylcholine EC100; AID 588814, 2011; hit rate 0.33% among 360,000;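 active means activation above the run's mean compound activation plus 3 SD, cut at about 16% in these data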;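 further: peak over basal fluorescence ratio within a 140 s kinetic read after compound addition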
# CHRM1 antagonist: human M1 muscarinic receptor antagonists, primary screen, CHO-K1 cells, Fluo-8 calcium fluorescence, 1536-well; Muscarinic acetylcholine receptor M1 (Homo sapiens), P11229; CHO-K1 hM1, ACh EC80 antagonist; inhibition, % at 3 µM; hit rate 1.3% among 360,000; AID 588852, 2011;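 active means percent inhibition above its own plate's cutoff, namely the mean of that plate's compound wells plus 3 SD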;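 further: peak over basal fluorescence ratio during 140 s after agonist addition; 0% = ACh EC80 plus DMSO and 100% = DMSO alone without agonist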
# CHRM1 PAM: human M1 muscarinic receptor positive allosteric modulators, primary screen, CHO-K1 cells, Fluo-8 calcium fluorescence, 1536-well; hit rate 0.088% among 360,000; Muscarinic acetylcholine receptor M1 (Homo sapiens), P11229; CHO-K1 hM1, ACh EC20; 0% = ACh EC20, 100% = maximal ACh; AID 588819, 2011; activation, % at 3 µM; in the data active means activation above about 19%, passing the limit was not always enough
# Starred values were filed as active, the others as inactive; nt = no result given. A portion of the library; the hit share may differ from the screen's.
M5 PAM	CHRM1 PAM	TAAR1 agonist	M1 ag	CHRM4 antagonist	M5 antag	M4 ag	CHRM1 antagonist	CHRM5 agonist	molecule
1	-2	5	-2	-9	-3	0	-2	0	COc1ccc([C@H]2C[C@H](O)[C@@H](n3cc(-c4ccc(F)cc4)nn3)CN2CC2CCCCC2)cc1
-8	-1	4	-5	5	13	-2	2	-1	CCOC(=O)c1ccccc1NC(=O)c1cc2sccc2n1C
2	4	11	-6	1	13	1	3	2	COC(=O)C1=C(C(=O)OC)[C@@H]2Nc3ccccc3[C@@]23C[C@@H](C(=O)OC)N(C(=O)c2ccco2)C3=N1
-17	-18	5	-4	9	12	8	24	0	CCC(=O)Nc1ccc(Nc2nc(Cl)nc(Nc3ccc(NC(=O)CC)cc3)n2)cc1
0	1	7	-1	-8	-2	1	3	-1	CC(=O)OCc1cc2cc(C)ccc2[nH]c1=O
-6	8	6	1	0	17	1	-1	3	O=C(CN1C(=O)c2ccccc2C1=O)Nc1cccc(O)c1
0	-3	9	0	-7	-11	11	5	5	O=C(CNS(=O)(=O)c1ccccc1)Nc1ccc(C(F)(F)F)cc1
-4	1	7	-2	-14	-5	7	-4	-1	COc1ccc(NC(=O)c2cc(-c3cc(F)ccc3OC)n[nH]2)cn1

# Reprinted from the entries so far, three compounds:
M5 PAM	CHRM1 PAM	TAAR1 agonist	M1 ag	CHRM4 antagonist	M5 antag	M4 ag	CHRM1 antagonist	CHRM5 agonist	molecule
-6	8	6	1	0	17	1	-1	3	O=C(CN1C(=O)c2ccccc2C1=O)Nc1cccc(O)c1
0	-3	9	0	-7	-11	11	5	5	O=C(CNS(=O)(=O)c1ccccc1)Nc1ccc(C(F)(F)F)cc1
-4	1	7	-2	-14	-5	7	-4	-1	COc1ccc(NC(=O)c2cc(-c3cc(F)ccc3OC)n[nH]2)cn1

# Next structures follow:
M5 PAM	CHRM1 PAM	TAAR1 agonist	M1 ag	CHRM4 antagonist	M5 antag	M4 ag	CHRM1 antagonist	CHRM5 agonist	molecule
-6	3	5	-3	-4	7	4	-1	0	Cc1cc(C)nc(SCC(=O)c2ccc3c(c2)OCCO3)n1
0	5	12	-3	-16	2	0	-7	-1	c1ccc2oc(SCc3nc4ccccc4s3)nc2c1
-4	6	3	-6	13	4	2	-11	-3	CCn1c(SCc2nc3ccccc3s2)nnc1-c1cccs1
2	5	5	-4	-6	-3	0	-11	-1	COc1ccc(CCCC(=O)N/N=C/c2ccc(C)cc2)cc1
4	10	10	-9	3	7	1	-6	1	O=C(O)/C=C/C(=O)N1CCN(c2ccc(F)cc2)CC1
-4	7	6	0	-4	4	4	-7	2	CSc1cccc(NC(=S)N(C(C)C)C(C)c2ccccn2)c1 (stereo unspecified)
10	7	0	-4	-7	1	1	-3	2	O=C(NCCO)C1CCN(C(=O)c2ccc(-c3ccccc3)cc2)CC1
13	-1	6	-2	22	10	1	3	-1	Cc1cc(NC(=O)c2ocnc2C)no1
11	13	3	1	-9	-11	1	-8	-3	Cc1ccc(S(=O)(=O)NC(=O)Nc2nccs2)cc1
3	6	-1	-8	-1	-2	0	-6	-3	Cc1nc(N2CCOCC2)nc(OCCN(C)C)c1[N+](=O)[O-]
-1	-5	2	-2	-2	6	1	14	-3	N#Cc1c(-c2ccco2)cc(-c2ccccn2)nc1N
0	4	3	-4	9	-5	0	-4	-1	Cn1c(-c2ccccc2)cc2c3no[n+]([O-])c3ccc21
-6	2	0	-4	-19	13	-1	-8	-6	COc1ccc(C(=O)Nc2ccnn2C2CCN(C3CCC3)CC2)cc1
-12	3	4	1	-1	-3	2	-2	-5	Cc1ccc(S(=O)(=O)c2nc(-c3cccs3)oc2SCC(N)=O)cc1
-5	-4	4	-4	-13	-10	6	7	1	Cc1ccc(C)c(NC(=O)c2cnn(-c3ccccc3)c2C)c1
-2	4	0	-3	-7	2	1	1	-3	O=S(=O)(c1ccc(S(=O)(=O)N2CCC3(CC2)OCCO3)cc1)N1CCCC1
-1	2	7	-7	-5	8	1	-3	-4	O=C(OCn1nnc2ccccc2c1=O)c1cccnc1Cl
-1	8	8	-4	1	4	0	-8	-5	O=C(CN1CCN(CCO)CC1)Nc1ccccc1
1	2	4	1	-10	-6	0	-17	-1	CCN(CC)Cc1c(C(=O)N/N=C/c2cccs2)nnn1-c1nonc1N
-9	-3	6	1	0	3	11	-1	2	O=C(COc1ccc(Cl)cc1)Nc1cccc(S(=O)(=O)NC2=NCCCCC2)c1
-16	-4	0	-2	3	20	16	12	5	O=C(CSc1nccc(=O)[nH]1)c1ccco1
-5	11	9	5	-4	6	5	-15	4	COc1cccc(C2CC(C(F)(F)F)n3nc(C(=O)NCc4cccnc4)cc3N2)c1 (stereo unspecified)
3	5	4	-8	14	-1	0	-1	-1	O=C1C2C(C(=O)N1c1ccc3c(c1)OCO3)C1C=CC2C12CC2 (stereo unspecified)
0	7	1	5	0	-4	1	-9	-8	Cc1ccc2c(n1)CC(C)(C)CC2=O
2	4	2	-2	-1	-1	1	-6	-3	COc1ccc(N(C)C(=O)C2CCCN2S(=O)(=O)c2cccc3nsnc23)cc1 (stereo unspecified)
-8	7	-2	-2	-16	0	-1	-20	-4	Cc1ccc(C(=O)C(C)OC(=O)c2cc(=O)[nH]c3ccccc23)cc1 (stereo unspecified)
7	9	-1	-2	-1	-14	5	-5	-2	CNc1nc(N)c([N+](=O)[O-])c(N2CCCCCC2)n1
2	16	1	-1	3	7	1	-15	-4	O=C(/C=C/c1c(F)cccc1Cl)NCCCN1CCOCC1
9	5	7	-2	-14	-4	1	-14	-2	O=C(O)c1n[nH]c2ccccc12
1	9	4	-6	-3	-3	-2	-3	-6	Cc1cc(-n2nc(C)cc2C)n2nc(C)c(-c3ccccc3)c2n1
-2	9	14	-4	-10	4	6	-8	0	CN(C)c1ccc(-c2nnn(CC(=O)Nc3ccc4c(c3)OCCO4)n2)cc1
6	20	0	4	-2	5	1	-8	2	COc1ccc(/C=C/C(=O)N2CC(C)OC(C)C2)cc1OC (stereo unspecified)
-2	-3	nt	-4	-15	5	3	3	-3	Cc1ccc(S(=O)(=O)Nc2c(NC3CCCCC3)c3ccccc3oc2=O)c(C)c1
-1	3	8	-2	-1	5	4	-3	0	O=C(Nc1ccc(N2CCOCC2)cc1)c1cccc(S(=O)(=O)N2CCCCCC2)c1
-19	-16	11	1	101*	21	26	47*	-2	O=C1c2cccc3cccc(c23)C(=O)N1CC1CCN(CC(O)COc2ccc3ccccc3c2)CC1 (stereo unspecified)
12	5	12	-5	-11	-20	5	-5	3	CCOc1ccccc1N1CCN(C(=S)NCc2ccccc2)CC1
-3	1	0	-6	3	6	3	-5	0	CC1(C)CN(C2CCCCC2)C(=O)[C@H]1CC(=O)Nc1ccccc1
-8	5	12	-4	-5	-10	0	-6	-7	CCOc1ccc(N2C(=O)CC(N3CCN(c4ccccc4F)CC3)C2=O)cc1 (stereo unspecified)
0	-4	16	-1	-17	1	1	6	-1	CCN(CC)C(=O)CSC(=Nc1ccccc1F)NC#N
1	4	18	-4	-14	-14	0	-9	-7	C/C(=N/NC(=O)c1ccc(Cl)s1)c1ccc(NC(=O)COc2ccc(Cl)cc2)cc1
-4	8	-5	-3	-3	7	0	-10	-4	Cc1cc(C)n(CCC(=O)N2CCN(S(=O)(=O)c3ccccc3)CC2)n1
3	7	-1	0	-1	0	2	-2	-1	CCOC(=O)c1sc(NC(=S)NC(=O)c2cccc(OC)c2)nc1C
2	6	nt	-7	8	2	17	-4	-1	Cc1ccc(S(=O)(=O)N2CCN(C(=O)CN3CCCCC3)C2C(C)C)cc1 (stereo unspecified)
1	4	1	-1	-13	0	1	-4	1	COc1ccc(C2NC(=O)NC(C)=C2C(=O)Nc2cccc(C)c2C)cc1 (stereo unspecified)
10	10	1	3	-2	2	1	0	-2	Cc1cc(F)ccc1S(=O)(=O)NCC(c1ccc2c(c1)OCO2)N1CCOCC1 (stereo unspecified)
-1	8	1	-5	-5	5	1	-10	-2	CCOC(=O)c1cccc(N2C(=O)C3C(C(=O)NC4CC4)C4(C)C=CC3(O4)C2C(=O)NC(C)(C)C)c1 (stereo unspecified)
1	-2	8	-2	-4	-2	2	-6	3	COc1ccc(C2=NOC(C(=O)NCc3ccco3)C2)cc1 (stereo unspecified)
5	0	0	-3	2	1	0	-9	-1	CCc1ccccc1NC(=O)CCc1nc(-c2ccc(C)cc2)no1
3	1	1	-4	-13	3	-1	4	-7	COc1cc(C2NC(=O)NC(C)=C2C(C)=O)cc(OC)c1OC (stereo unspecified)
-3	2	8	-8	4	1	1	0	1	CCOC(=O)/C(C#N)=C\c1ccc(N2CCN(C)CC2)cc1
-3	6	2	-5	-1	5	0	0	-2	COc1ccc(Cc2c(O)nc(SCC(=O)NC(C)(C)C)[nH]c2=O)cc1
-4	3	3	3	-12	0	4	-3	2	COc1cc(C(=O)Nc2ccc(-n3cnnn3)c(C)c2)cc(OC)c1OC
6	14	5	-3	7	-6	1	-15	2	COC(=O)CNC(=O)CSc1nc(N)cc(=O)[nH]1
6	3	0	1	6	-1	0	-8	-2	COc1cc(/C=N/NC(=O)Cn2cnc3c2c(=O)n(C)c(=O)n3C)ccc1O
-13	-4	12	-5	7	-11	1	1	-4	COc1ccc(C2Nc3ccccc3C(=O)N2NS(=O)(=O)c2ccccc2)cc1OC (stereo unspecified)
-5	-7	-1	-2	5	2	2	-11	2	O=C(CC(SCCO)c1ccc2c(c1)OCO2)c1cccs1 (stereo unspecified)

# (list continues)
M5 PAM	CHRM1 PAM	TAAR1 agonist	M1 ag	CHRM4 antagonist	M5 antag	M4 ag	CHRM1 antagonist	CHRM5 agonist	molecule
2	nt	3	nt	-13	-14	0	nt	-2	O=C1NC[C@H](CCCCN2C[C@H](Cc3ccc(O)cc3)N(CCc3ccccc3)C(=O)C2=O)N(CCC2CCCCC2)C1=O
-6	-6	1	-3	11	6	1	11	-1	CCCn1c(C(C)Nc2nc(-c3ccc(C)cc3)cs2)nc2cc(Cl)c(Cl)cc21 (stereo unspecified)
-4	11	1	-1	-16	-5	4	-5	-4	CCC(=O)Nc1ccc(N2CCN(C(=O)c3ccco3)CC2)c(Cl)c1
-2	6	3	-7	-12	0	0	-14	0	COc1ccc(S(=O)(=O)Nc2ccc3c(c2)C(=O)N([C@H](C)CO)C[C@H](C)[C@@H](CN(C)C(=O)Nc2ccc(F)cc2)OCCCC[C@H](C)O3)cc1
-2	4	0	-2	-11	12	1	-12	-1	CCS(=O)(=O)NCCc1csc(-c2ccc(OC)c(OC)c2)n1
